# AmpC det inh – Promiscuous and Specific Inhibitors of AmpC Beta-Lactamase (assay with detergent); P00811; purified AmpC, nitrocefin hydrolysis with detergent; Potency, µM (doses to about 28.7 µM), for inactives: at the top dose activity change, negative = inhibition; 71,000 tested, 0.09% active; active = well fitted curve in the direction sought with a large enough effect
# Target sequence (P00811 whole entry, looked up): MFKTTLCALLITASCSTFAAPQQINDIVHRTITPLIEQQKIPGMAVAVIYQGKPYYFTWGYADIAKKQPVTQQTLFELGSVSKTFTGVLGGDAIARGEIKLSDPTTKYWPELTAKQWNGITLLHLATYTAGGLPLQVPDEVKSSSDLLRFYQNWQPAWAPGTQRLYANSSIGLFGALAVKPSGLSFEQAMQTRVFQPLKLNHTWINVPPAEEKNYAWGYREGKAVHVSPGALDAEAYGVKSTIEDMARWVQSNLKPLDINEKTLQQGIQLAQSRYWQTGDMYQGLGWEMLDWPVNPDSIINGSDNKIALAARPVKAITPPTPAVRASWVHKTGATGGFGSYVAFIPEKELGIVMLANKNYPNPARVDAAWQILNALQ
#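 E. coli AmpC (5.3 nM) in 20 mM phosphate pH 7.0 with 0.01% Triton X-100, preincubated 15 min RT with compound; nitrocefin (2 uL of 800 uM stock) hydrolysis followed by 480 nm absorbance every 20 s over 4 min.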
# Numbers without * were called inactive; & = joins results of further samples; [ ] = remark or other dose. % is scaled to controls: 0 for no effect and ±100 for the full control effect; potency is read from the fitted curve at half-maximal effect. Only part of the results is shown. The share of hits here may be higher or lower than overall.
SMILES,AmpC det inh
COc1ccc(-n2c(=S)[nH]c3cc(C(=O)NCCCN4CCCC4=O)ccc3c2=O)cc1,7%
CC(C)CC(NS(=O)(=O)c1ccc2c(c1)oc(=O)n2C)C(=O)N1CC=C(c2ccccc2)CC1 (stereo not drawn),13%
O=C(Cn1nc(C(F)(F)F)c2c1CCCC2)NCc1ccco1,12%
Cc1nn(-c2ccccc2)c2c1/C(=N/O)CC(C)(C)C2,10%
Cn1cccc1C(=O)N1CCC2(CCCN(c3ccccc3)C2)CC1,-2%
COc1ccc(NC2=NC3(CCCCC3)N=C(N)N2)cc1,25%
Cc1cccc(NC(=O)c2oc3c(c2C)C(=O)CC(C)(C)C3)n1,-1%
COc1ccc(OCCOC(=O)Nc2ccccc2)cc1,6%
Cc1cccc(N(C(=O)Nc2ccccc2)C2=NCC(C)S2)c1 (stereo not drawn),13%
COc1ccc(OCCCC(=O)Nc2ccc3c(c2)OCO3)cc1,8%
COc1cccc2cc(C(=O)N3CCN(c4ccc(C)cc4C)CC3)c(=O)oc12,1%
Cn1c(=O)c2c(nc(SCCN3CCOCC3)n2Cc2cccc3ccccc23)n(C)c1=O,-3%
O=C(COc1ccccc1)N1CCN=C1c1ccccc1,-2%
O=C(CSc1nnc(C2COc3ccccc3O2)o1)N1CCCc2ccccc21 (stereo not drawn),24%
CCOC(=O)COc1ccc(S(=O)(=O)NCc2cccnc2)cc1,0%
O=C(C1CCN(S(=O)(=O)c2cccc3nsnc23)CC1)N1CCn2c1nc1ccccc12,-1%
c1ccc(CNc2nc3ccccc3[nH]2)cc1,-13%
COc1ccc(-n2c(Cc3cc(=O)[nH]c(=O)[nH]3)nnc2SCC(=O)N2CCCC2)cc1,14%
COCCOC(=O)C1=C(C)Nc2nc(C)nn2C1c1ccc(F)cc1 (stereo not drawn),14%
CN1CCCCc2c1[nH]c1ccccc1c2=O,0%

# Four entries picked at random from the list so far, as already listed:
SMILES,AmpC det inh
CC(C)CC(NS(=O)(=O)c1ccc2c(c1)oc(=O)n2C)C(=O)N1CC=C(c2ccccc2)CC1 (stereo not drawn),13%
CN1CCCCc2c1[nH]c1ccccc1c2=O,0%
Cc1cccc(N(C(=O)Nc2ccccc2)C2=NCC(C)S2)c1 (stereo not drawn),13%
O=C(COc1ccccc1)N1CCN=C1c1ccccc1,-2%

# Structures shown so far that contain four or more nitrogen atoms:
SMILES,AmpC det inh
COc1ccc(-n2c(=S)[nH]c3cc(C(=O)NCCCN4CCCC4=O)ccc3c2=O)cc1,7%
COc1ccc(NC2=NC3(CCCCC3)N=C(N)N2)cc1,25%
Cn1c(=O)c2c(nc(SCCN3CCOCC3)n2Cc2cccc3ccccc23)n(C)c1=O,-3%
O=C(C1CCN(S(=O)(=O)c2cccc3nsnc23)CC1)N1CCn2c1nc1ccccc12,-1%
COc1ccc(-n2c(Cc3cc(=O)[nH]c(=O)[nH]3)nnc2SCC(=O)N2CCCC2)cc1,14%
COCCOC(=O)C1=C(C)Nc2nc(C)nn2C1c1ccc(F)cc1 (stereo not drawn),14%

# Carrying on:
SMILES,AmpC det inh
COCCCn1c(SCC(=O)Nc2ccc3c(c2)OCCO3)nnc1-c1ccoc1C,29%
O=c1c(O)c(-c2ccc(O)cc2O)oc2cc(O)cc(O)c12,-3%
O=C(Cn1cnc2ccccc21)NCc1ccccc1,-2%
CCOc1ccc(NC(=O)c2ccccc2O)cc1,-1%
O=C(Nc1cc(N2CCOCC2)ncn1)c1ccccc1,12%
COc1ccc(C2(C(F)(F)F)NC(=O)N(C)C(=O)N2C)cc1 (stereo not drawn),-4%
COc1ccc(NC(=O)NCCCN2CCCCC2C)cc1 (stereo not drawn),-1%
CC1CCCC(NC(=O)CCn2c(=O)oc3ccccc32)C1C (stereo not drawn),-2%
COc1cccc(C2C(C#N)=C(N)Oc3cc(C)oc(=O)c32)c1OC (stereo not drawn),8%
Nc1cc(N)nc(SCc2ccccc2)n1,-2%
COc1ccccc1NC(=O)Nn1cnnc1,-4%
COC(=O)CNC(=O)C1(C)C=CC2(CCCCC2)N1C(=O)OC (stereo not drawn),13%
Cc1nc(SCC(=O)NCc2ccco2)c2c(C)c(C)sc2n1,-5%
Cc1ccc(-c2csc3ncnc(OCC(=O)NC(=O)NCc4ccco4)c23)cc1,-5%
c1ccc(-n2ncc3c(N4CCN(c5ccccn5)CC4)nc(N4CCOCC4)nc32)cc1,-3%
COc1ccc(N(CC(=O)Nc2ccc3c(c2)OCCO3)S(=O)(=O)c2c(C)nn(C)c2C)cc1,5%
O=C(Cc1ccccc1)Nc1nnc(-c2cccs2)s1,-3%
O=C(CN1CCC(c2nc3ccccc3[nH]2)CC1)Nc1ccc2c(c1)OCO2,-3%
CC(C)(C)c1ccccc1O,7%
CC(C)Sc1nc2ccccc2n1CC(N)=O,-3%
COc1ccccc1N1C(=O)CC(Sc2nccc(C)n2)C1=O (stereo not drawn),-4%
Cc1onc(-c2c(F)cccc2Cl)c1C(=O)N1CCc2ccccc2C1,-3%
CCCn1cc(NC(=O)c2cc3n(n2)C(C(F)(F)F)CC(c2ccccc2)N3)cn1 (stereo not drawn),-1%
COc1ccc(O)c(/C=c2/sc3nc4cc(C)c(C)cc4n3c2=O)c1,16%
CC(C)(C)C(=O)Nc1ccccc1C(=O)Nc1cccnc1,1%
Cc1noc(C)c1C(=O)N1CCC[C@@]2(CCN(c3ncccn3)C2)C1,-1%
Cc1ccc(F)cc1NC(=O)Cc1nn(C)c(=O)c2ccccc12,-1%
CN(C)S(=O)(=O)c1ccc(Oc2ccccc2)cc1,0%
CN(N=O)c1ccc(O)c(O)c1,-18%
COc1ccc(NC(=O)c2ccco2)c(OC)c1,-3%
Cc1ccc2nc(NC(=O)c3ccc(Cn4cc(Cl)cn4)o3)sc2c1,-7%
Cc1nc2ccc(S(=O)(=O)NC(C(=O)N3CCCC3)C(C)C)cc2s1 (stereo not drawn),10%
COc1ccc(NC(=O)CC2Oc3ccccc3NC2=O)cc1 (stereo not drawn),9%
COc1cccc(Cn2c(=O)c(-c3cc(F)cc(F)c3)nc3cnc(N4CCOCC4)nc32)c1,0%
Nc1nc2[nH]c(=O)cnc2c(=O)[nH]1,0%
CCOc1cccc(-c2nnc3sc(COc4ccc(Cl)cc4)nn23)c1,-1%
Cc1nc2cc(-c3cccc(F)c3)nn2c(N2CCOCC2)c1C,7%
Cc1cccc(NC(=O)Nc2cccc(C)n2)n1,2%
CC1(C)Cc2nc3oc4c(=S)nc[nH]c4c3cc2CO1,-2%
N#Cc1ccccc1,8%

# 2 entries from above, set out differently:
> CC(C)(C)c1ccccc1O
  AmpC det inh: 7%
> CC(C)Sc1nc2ccccc2n1CC(N)=O
  AmpC det inh: -3%

# (continued)
SMILES,AmpC det inh
Oc1[nH]c2ccccc2c1/C=N/c1nccs1,9%
Clc1cc(Br)ccc1OCCn1ccnc1,0%
Cn1c(SCc2ccccn2)nnc1-c1ccncc1,9%
NCCC[C@@H](CC(=O)N[C@@H]1CCNC[C@H]1C(=O)N[C@H](CC(=O)N[C@@H](CCC(=O)O)CC(=O)O)Cc1ccccc1)NC(=O)C[C@H](CO)NC(=O)[C@@H]1CCCC[C@H]1N,-2%
CSc1cccc(NC(=O)CN(C)S(=O)(=O)c2ccc(C)cc2)c1,7%
CCN1CCN(C(=O)c2cc3c(=O)oc4ccc(C)cc4c3s2)CC1,13%
COc1ccc(S(=O)(=O)N(C)c2ccc(C(=O)N3CCOCC3)cc2)cc1,1%
C=CCN(CC(=O)NCc1ccc(OC)cc1)C(=O)c1csnn1,-1%
CN1CCN(C(c2ccc(F)cc2)c2nnnn2Cc2cccs2)CC1 (stereo not drawn),8%
CC1CCN(CCNC(=O)C2CCCN(S(=O)(=O)c3cccc4nonc34)C2)CC1 (stereo not drawn),0%
CC(C)N(O)C(=O)NC(C)(C)C,-3%
O=C(c1ccc2nc3ccc(Cl)cc3c(=O)n2c1)N1CCC2(CC1)OCCO2,2%
Cc1onc(-c2ccccc2Cl)c1C(=O)OCC(=O)N1CCCc2ccccc21,1%
Cn1c(=O)n(CCc2ccccc2)c(=O)c2c1nc1n2CCCN1c1ccc(F)cc1,-1%
COc1ccc(C(=O)NCc2nnc(SCC(=O)Nc3cccc(C(F)(F)F)c3)o2)cc1OC,-1%
CC(C)CC(NC(=O)OC(C)(C)C)C(=O)NC(C(=O)N1CCCC1C(N)=O)C(C)C (stereo not drawn),-3%
O=C1C2CC=C(Cl)CC2C(=O)N1CN(Cc1ccco1)CN1C(=O)C2CC=C(Cl)CC2C1=O (stereo not drawn),-2%
CN(Cc1cccc2ccccc12)Cc1cccc2ccccc12,-3%[5.75 µM]
CNC(=O)[C@@H]1C[C@H]1[C@@H](NC(=O)CNC(=O)OCc1ccccc1)c1ccccc1,4%
O=C(CCCC(=O)OCC(F)(F)C(F)F)Nc1nccs1,6%
COc1ccc(-c2c(C#N)c(N)nc3c2CCCC3)cc1OC,-4%
O=C(C1CCCN(S(=O)(=O)c2cnc[nH]2)C1)N(CCc1ccccc1)Cc1ccccc1 (stereo not drawn),16%
Cc1onc(-c2c(F)cccc2Cl)c1C(=O)N[C@@H]1C(=O)N2[C@H]1SC(C)(C)[C@H]2C(=O)O,0.04µM*
O=C(CN1CCC(O)(c2ccc(F)cc2)CC1)NCc1ccc(F)cc1,-2%
Cc1cc2c(cc1C)N(CC(=O)N1CCCC1)C(=O)CC(c1ccccc1)=N2,4%
Cc1c(NC(=O)C2CCCNC2=O)c(=O)n(-c2ccccc2)n1C (stereo not drawn),-3%
Cn1c(-c2ccccc2)c(CCO)c2ccccc21,-2%
c1coc(-c2nc3nc4ccccc4n3nc2-c2ccco2)c1,12%
CC(=O)Nc1ccc(C(=O)NC2CCCC2)cc1,0%
COCCNc1nc(-c2cccc(OC)c2)nc2ccccc12,6%
COc1ccc(C(C(=O)OC(C)CN(C)C)c2ccccc2)cc1 (stereo not drawn),-4%
CN1CCN(/C(=N\S(=O)(=O)c2ccc(F)cc2)c2ccccc2)CC1,2%
Nc1cc(=O)[nH]c(SCc2nnc(-c3ccccc3)o2)n1,-3%
CCOC(=O)CSc1nc2ccsc2c(=O)n1C1CCN(C(=O)OCC)CC1,15%
Cc1ccc(C(C(=O)NCc2ccco2)N(C(=O)Cn2nnc3ccccc32)c2ccccc2)o1 (stereo not drawn),-6%
CCCCCCn1c(=O)c(-c2nc3ccccc3c(=O)[nH]2)c(O)c2ccccc21,2%
CN(Cc1cccc(F)c1)C(=O)c1ccc(S(=O)(=O)C(F)F)cc1,-5%
COc1cc2ccccc2cc1C(=O)Nc1ccccc1N1CCN(S(C)(=O)=O)CC1,-5%
CCCCCn1c(=N)n(CC(O)COc2ccccc2OC)c2ccccc21 (stereo not drawn),-6%
O=C(Nc1ccccc1)OCCOc1ccccc1,-1%

# As entered above:
# Nc1cc(=O)[nH]c(SCc2nnc(-c3ccccc3)o2)n1 in AmpC det inh shows -3%
# CN(Cc1cccc(F)c1)C(=O)c1ccc(S(=O)(=O)C(F)F)cc1 in AmpC det inh shows -5%
# COc1ccc(C(C(=O)OC(C)CN(C)C)c2ccccc2)cc1 (stereo not drawn) in AmpC det inh shows -4%
# COCCNc1nc(-c2cccc(OC)c2)nc2ccccc12 in AmpC det inh shows 6%
# Cc1c(NC(=O)C2CCCNC2=O)c(=O)n(-c2ccccc2)n1C (stereo not drawn) in AmpC det inh shows -3%

# Continued.
SMILES,AmpC det inh
COc1cc2[nH]c(=O)n(-c3ccccc3)c(=O)c2cc1OC,1%
CC1CCCN(C(C(=O)Nc2ccc3c(c2)OCO3)c2ccccc2)C1 (stereo not drawn),5%
O=C(CN(CC1CCCO1)C(=O)CCC(=O)Nc1ccccn1)NCC1CCCO1 (stereo not drawn),-3%
O=C(O)Cn1c(-c2cscn2)nc2ccccc21,-2%
COc1cc(C)c(S(=O)(=O)N2CCOCC2)cc1C(C)C,-4%
Cc1ccc(Cn2c(CN3CCOCC3)nc3c2c(=O)n(C)c(=O)n3C)cc1,-4%
CCCCOc1cc(C[C@@H]2CNC(=O)N2)ccc1OC,0%&-5%
CC(=O)c1c(C)[nH]c(C(=O)OC2CCCCC2=O)c1C (stereo not drawn),-2%
CC(NC(=O)c1nn(C)c(=O)c2ccccc12)c1ccccc1 (stereo not drawn),-1%
CNCCCCOc1ccccc1Cc1ccccc1,2%
COCCCNS(=O)(=O)c1ccccc1,-11%
O=C1CCC/C1=c1\s/c(=C\c2cccnc2)c(=O)n1-c1ccccc1,0%
CC1(C)CC(=O)C2=C(C1)NC(Nc1nc3ccccc3o1)=NC21CCCCC1,8%
COc1ccc(-c2nnc(SC(C)C(=O)Nc3cccc(Cl)c3)o2)cc1 (stereo not drawn),8%
OCCN1CCN(CCCN2c3ccccc3Sc3ccc(C(F)(F)F)cc32)CC1,0%[12.8 µM]
CCc1nc(SCC(=O)Nc2nccs2)c2oc3ccccc3c2n1,11%
CCCCNC(=O)CSc1nnc(-c2ccco2)n1C,14%
CN(CC(=O)NCCCN1CCOCC1)S(=O)(=O)c1ccc(Br)cc1,-4%
ClC=C(Cl)Cl,14%
C=CCn1c(N2CCCCCC2)nc2c1c(=O)[nH]c(=O)n2C,-2%
CSc1ccc(NC(=O)Nc2cc(C)ccn2)cc1,-3%[5.75 µM]
Cc1cc2oc(C(=O)NC3CCS(=O)(=O)C3)c(C)c2cc1C (stereo not drawn),-5%
O=C(NCc1ccc(F)cc1)c1cc(-c2ccco2)on1,-4%
Cc1nn(Cc2ccccc2Cl)c(C)c1NC(=O)C1C2CCC(O2)C1C(=O)O (stereo not drawn),12%
Cc1nnc2n1NC(c1ccc(Cl)cc1)C(C(=O)N1CCC(C)CC1)S2 (stereo not drawn),2%
O=C(NCc1nc2ccccc2[nH]1)c1cccs1,10%
CC(=O)OCC(OC(C)=O)C(OC(C)=O)C(OC(C)=O)C(=O)Nc1ccc(C)cc1C (stereo not drawn),-5%
Clc1ccc(CN2C3=NCCN3c3ccccc32)cc1,-6%
CCn1c(Cc2ccccc2)nnc1SCC(=O)OC(C)C,6%
Cc1cc(O)ccc1Nc1nc2ccccc2nc1Nc1ccc(O)cc1C,4%
Cn1nccc1/C=C(/C#N)S(=O)(=O)c1ccccc1,-2%
CCc1cc2cccc(C)c2nc1SCC(=O)N1CCN(C(=O)c2ccco2)CC1,-4%
